# AI-2 QS modul: Vibrio harveyi AI-2 quorum sensing modulation | Vibrio harveyi JMH597 AI-2 luminescence/OD600 ratio, 9 h; hits give low values; strain lacks LuxN and CqsS sensors; 0 = neutral-control median | activity change, % at 7.5 µM | hit rate 0.4% among 300,000 | AID 2094; in the data active means activity change below about -75%, passing the limit was not always enough;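 further: luminescence divided by OD600 gain over 9 h not by final OD600 alone; inactives centre near 13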
# MrgX1 antag: antagonists of human MrgX1 receptor | Q96LB2 | MRGX1-HEK293 calcium flux, Fluo-4, BAM8-22 antagonism; hits give low values | B-score at 10 µM | hit rate 1.3% among 310,000 | AID 588676;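 active means calcium-response B-score plate-corrected more than 3 library SD below zero, starting fluorescence within 5 deviations, no agonist response on first addition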;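 further: peak minus trough fluorescence over baseline after final BAM8-22 challenge near maximal dose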
# PolyA inhibitor: yeast polyadenylation inhibition; calls only at 12 µM; hit rate 0.02% among 300,000; AID 1875; S. cerevisiae SKY197-pL101 polyadenylation reporter, beta-gal luminescence; efflux-impaired pdr1/pdr3 knockout yeast; score 100 = 6 SD above DMSO;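 active means lowest replicate activity score at least 50, where 100 means six control SD above control mean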;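 further: yeast exposed to compound for 9 h at 30 °C; higher score means more reporter readthrough which indicates perturbed polyadenylation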
# MrgX1 ag: human MrgX1 receptor agonism, primary screen; hit rate 0.44% among 310,000; B-score at 10 µM; MrgX1-HEK293 cells, Fluo-4 calcium fluorescence, agonist mode; hits give high values; Q96LB2;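 active means calcium response B-score plate-corrected fluorescence ratio at least 3 library SD, with starting fluorescence B-score inside 5 SD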
#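 System: HEK293 cells stably expressing human MrgX1 receptor; Dosing: test compound in the initial addition of three; Schedule: overnight plating, then 30 min 37 °C plus 30 min room-temperature dye loading; Detection: kinetic calcium dye fluorescence, Fluo-4 NW; Controls: per-plate positive and negative controls for Z′ factor.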
# TRPC4 agonist: activators of mouse TRPC4 channel; Q9QUQ5; HEK293 TRPC4beta/mu-opioid, Fluo4 calcium fluorescence; hits give high values; B-score at 10 µM; hit rate 0.49% among 310,000;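 active means B-score above 5 SD of library B-scores, and initial fluorescence ratio not above library mean plus 5 SD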;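 further: positive B-score marks a calcium rise read as TRPC4 activation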
# Target sequence (Q9QUQ5 whole entry, looked up): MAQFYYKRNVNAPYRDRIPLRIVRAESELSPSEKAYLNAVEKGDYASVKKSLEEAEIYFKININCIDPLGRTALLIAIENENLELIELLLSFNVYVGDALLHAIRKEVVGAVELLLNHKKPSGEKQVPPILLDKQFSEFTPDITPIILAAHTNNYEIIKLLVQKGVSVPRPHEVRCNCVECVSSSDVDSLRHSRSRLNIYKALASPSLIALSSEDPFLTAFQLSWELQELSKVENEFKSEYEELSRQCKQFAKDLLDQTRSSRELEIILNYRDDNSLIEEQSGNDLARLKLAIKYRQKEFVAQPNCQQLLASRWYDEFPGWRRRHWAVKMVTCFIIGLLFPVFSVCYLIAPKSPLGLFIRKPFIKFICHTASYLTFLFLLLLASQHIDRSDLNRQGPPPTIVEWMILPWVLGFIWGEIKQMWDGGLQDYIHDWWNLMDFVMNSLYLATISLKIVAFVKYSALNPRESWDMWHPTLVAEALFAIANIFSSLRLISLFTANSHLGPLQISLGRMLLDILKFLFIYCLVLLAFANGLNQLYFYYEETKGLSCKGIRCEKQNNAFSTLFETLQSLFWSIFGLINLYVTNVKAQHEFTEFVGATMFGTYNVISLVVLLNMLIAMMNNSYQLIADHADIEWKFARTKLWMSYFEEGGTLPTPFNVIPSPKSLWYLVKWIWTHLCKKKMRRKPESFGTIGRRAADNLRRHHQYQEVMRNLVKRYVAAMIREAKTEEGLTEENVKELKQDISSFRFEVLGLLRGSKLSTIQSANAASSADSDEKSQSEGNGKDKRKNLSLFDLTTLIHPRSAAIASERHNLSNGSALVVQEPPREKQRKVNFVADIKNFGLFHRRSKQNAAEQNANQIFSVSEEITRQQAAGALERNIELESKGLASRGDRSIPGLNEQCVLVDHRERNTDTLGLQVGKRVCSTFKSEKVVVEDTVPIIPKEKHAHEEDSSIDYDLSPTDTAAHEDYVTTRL
#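 Assay system: HEK293 stable line with TRPC4beta plus mu-opioid receptor. Times: dye 45 min RT, read 110 s. Measured by: kinetic Fluo4 calcium fluorescence. Measure: B score of integrated ratio. Controls: assay buffer as low control, maximal DAMGO as high control.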
# TRPC6 activator: activators of mouse TRPC6 channel. Q61143. HEK293-TRPC6 membrane potential dye fluorescence; hits give high values. B-score at 10 µM. hit rate 0.13% among 310,000;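 active means B-score of the integrated fluorescence ratio above library mean plus 3 SD, and starting fluorescence ratio within library mean plus 5 SD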;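 further: higher score means more depolarization so channel activation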
# TRPC4 block: TRPC4 (mouse) channel inhibition. Q9QUQ5. HEK293 TRPC4beta/mu-opioid, DAMGO-evoked Fluo4 calcium flux; hits give low values. B-score at 10 µM. hit rate 0.39% among 300,000;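 active means B-score over 3 SD under the library average, no early fluorescence shift, positive overall ratio signal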
#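 Assay system: Stable TRPC4beta/mu-opioid receptor HEK293 cells | Reagent: DAMGO in two steps, submaximal then maximal | Compound dosing: Single concentration per test compound | Signal: Fluo4 Ca2+ flux fluorescence | Evaluation: Per-well B score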
# HIF activator: HIF pathway transcriptional activation. U2OS HRE-luciferase reporter, luminescence; normalized: DMSO 0%, desferrioxamine 100%. activation, % at 7.5 µM (by protocol). hit rate 0.32% among 300,000. AID 1910;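 active means mean activation of at least 10% of the iron chelator positive control signal, with at least half of replicates also reaching 10%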
# TRPC6 inhibitor: blocks the mouse TRPC6 cation channel. B-score at 10 µM. HEK293-TRPC6, membrane potential dye, ACh-evoked depolarization; hits give low values. hit rate 1.1% among 310,000. Q61143;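 active means B-score under library mean minus 3 SD, initial fluorescence not abnormally high, positive integrated signal ratio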;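 further: B-score derived from integrated fluorescence ratio over the kinetic read; more negative B-score means stronger inhibition of depolarization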
# TRPC4 PAM: allosteric potentiators of mouse TRPC4 channel; Q9QUQ5; HEK293 TRPC4beta/mu-opioid, DAMGO EC20, Fluo-4 Ca2+ flux; hits give high values; B-score at 10 µM; hit rate 0.42% among 310,000; AID 2227;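 active means B-score of calcium response area above 5 SD of library B-scores, with initial fluorescence ratio within 5 SD of library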;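 further: B-score of integrated fluorescence ratio over time as area under calcium response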
# MrgX1 PAM: human MrgX1 positive allosteric modulation, primary screen; Q96LB2; AID 588675; hit rate 0.63% among 310,000; MrgX1-HEK293, Fluo-4 calcium flux, FDSS; hits give high values; B-score at 10 µM;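 active means plate-corrected calcium response at least 3 library SD above typical, normal starting fluorescence, not activating the receptor alone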;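 further: compound read alongside a low EC10 to EC30 dose of BAM8-22 agonist; peak minus trough fluorescence over baseline measured at the second addition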
# An asterisk follows results filed as active; i = inactive; · = not tested or not shown.
SMILES,AI-2 QS modul,MrgX1 antag,PolyA inhibitor,MrgX1 ag,TRPC4 agonist,TRPC6 activator,TRPC4 block,HIF activator,TRPC6 inhibitor,TRPC4 PAM,MrgX1 PAM
CC(C)c1ccc(NC(=O)c2ccccc2NC(=O)C2CCCCC2C(=O)O)cc1 (configuration not stated),-4,i,i,i,i,i,i,0.5,i,i,i
CCOCCCNCc1cc(Cl)ccc1OCC,9,i,i,i,i,i,i,0.5,i,i,i
Cc1ncc(CN2CCC(C(=O)Nc3ccc(-n4cccn4)cc3)CC2)s1,5,i,i,i,i,i,i,0.3,i,i,i
C/C(=N\O)c1ccc(Cl)cc1Cl,13,i,i,i,i,i,i,-0.4,i,i,i
CC(=O)N1CCC(C(=O)N2CCN(S(=O)(=O)c3ccc(F)cc3)CC2)CC1,23,i,i,i,i,i,i,-0.2,i,i,i
O=[N+]([O-])c1ccccc1S(=O)(=O)Nc1cccc(-c2ccc3nncn3n2)c1,17,i,i,27*,i,i,i,0.0,i,i,i
Cc1c(N)cccc1-c1nc2ccccc2[nH]1,16,i,i,i,i,i,i,0.3,i,i,i
O=C(Nc1nc(-c2cccs2)c(-c2ccccc2)s1)c1ccco1,22,i,i,i,i,i,i,-0.1,i,i,i
CCCN1C(=O)c2cc(C(=O)Nc3cccc(C(C)=O)c3)ccc2C1Nc1cccc(C(C)=O)c1 (configuration not stated),7,i,i,i,i,i,i,-0.5,i,i,i
CC(=O)c1cc2c(cc1N/C(=N/S(=O)(=O)c1ccc(C)cc1)c1ccc(Cl)cc1)OCO2,26,i,i,i,i,i,i,0.2,i,i,i
CCOC(=O)C1=C(C)NC(=O)/C1=C\N(C)C,12,i,i,i,i,i,i,0.1,i,i,i
CN(C)c1oc(-c2ccccc2F)nc1C#N,12,i,i,i,i,i,i,0.4,i,i,i
CCn1ncc(S(=O)(=O)Nc2cccnc2)c1C,5,i,i,i,i,i,i,-0.2,i,i,i
COc1ccc(CNC(=O)COc2cc(O)c3c(c2)OC(C)(C)CC3=O)cc1,32,i,i,i,i,i,i,0.4,i,i,i
CN(C(=O)COC(=O)c1cccnc1Nc1cccc(C(F)(F)F)c1)C1CCS(=O)(=O)C1 (configuration not stated),30,-5.7*,i,i,i,i,i,0.2,i,i,i
Cc1[nH]c2ccccc2c1C(=O)CN1CC(C)OC(C)C1 (configuration not stated),-1,i,i,i,i,i,i,-0.1,i,i,i
CCN(CC)CCNc1ccc2nnc(CCNS(=O)(=O)c3ccc(C)cc3)n2n1,23,i,i,i,i,i,i,-0.5,i,i,i
Cc1ccc(-n2nnnc2CNC(=O)c2ccc([N+](=O)[O-])o2)cc1C,15,i,i,i,i,i,i,0.8,i,i,i
CCCn1c(NCCO)nc2ccccc21,-6,i,i,i,i,i,i,0.0,i,i,i
CCNC(=O)c1ccc(CSc2nc3ccccc3s2)cc1,29,i,i,i,i,i,i,3.3,i,i,i
Cc1cc(C(=O)CN2C(=O)NC(C)(CC(C)C)C2=O)c(C)n1-c1ccc2c(c1)OCO2 (configuration not stated),20,i,·,i,i,i,i,0.5,i,i,i
CC(NC(=O)CSc1nc2ccc(N)cc2s1)c1ccccc1 (configuration not stated),24,-5.5*,i,i,i,i,i,0.2,i,i,i
CSCc1ccc(C(=O)NCCSc2ccc(Br)cc2)cc1,20,i,i,i,i,i,i,3.2,i,i,i
CCN(c1cccc(C)c1)S(=O)(=O)c1csc(C(N)=O)c1,28,i,i,i,i,i,i,-0.6,i,i,i
CC(C)OC(=O)CSc1nnc(-c2cnccn2)n1Cc1ccco1,7,i,i,i,i,i,i,-0.4,i,i,i
COc1ccc(C(C(=O)NC2CCCC2)N(Cc2ccco2)C(=O)c2snc(C(N)=O)c2N)cc1OC (configuration not stated),12,i,i,i,i,i,i,0.2,i,i,i
COC(=O)c1c(NC(=O)c2ccccc2[N+](=O)[O-])sc2c1CC(C)(C)NC2(C)C,7,i,i,i,i,i,i,-0.5,i,i,i
Cn1c(=O)c2c(ncn2CCOc2ccc(Br)cc2)n(C)c1=O,24,i,i,i,i,i,i,0.3,i,i,i
O=C(CCN1C(=O)C2CC=CCC2C1=O)Nc1cccc(Cl)c1 (configuration not stated),21,i,i,i,i,i,i,0.7,i,i,i
C=C1CCN(C(C(=O)OC)C(C)C)S(=O)(=O)c2ccc(F)cc21 (configuration not stated),14,i,i,i,i,i,i,-0.1,i,i,i
C/C(=N/NC(=O)c1ccc2nc[nH]c2c1)c1cccs1,15,i,i,i,i,i,i,2.0,i,i,i
CN(Cc1cccc(F)c1)C(=O)c1ccc(NS(=O)(=O)c2ccc3[nH]c(=O)[nH]c3c2)cc1,14,i,i,i,i,i,i,-6.9,i,i,i
c1ccc2nc(-c3nc4ccccc4[nH]3)ccc2c1,20,i,i,i,i,i,i,-0.8,i,i,i
Cc1nc(NC(=O)CSc2nnc(-c3ccccc3)c(-c3ccccc3)n2)c(Cl)cc1Cl,9,i,i,i,i,i,i,0.1,i,i,i
Cc1ccc(CNC(=O)C2CCCN(S(=O)(=O)c3cccc4nonc34)C2)cc1 (configuration not stated),-12,i,i,i,i,i,i,-22,i,i,i
Cc1ccsc1/C=N/Nc1nc2ccccc2[nH]1,29,·,i,·,i,i,i,2.8,i,i,·
O=S(=O)(c1ccccc1)N1CCN(C(=S)NC2CCCC2)CC1,-9,i,·,i,i,i,i,·,i,i,i
CCOC(=O)Cc1csc(NC(=O)c2sc3nc4ccc(CC)cc4cc3c2N)n1,26,i,i,i,i,i,i,1.4,i,i,i
Cc1ccc(-n2ncc3c(NNC(=O)c4ccco4)ncnc32)cc1C,29,i,i,i,i,i,i,0.3,i,i,i
Cc1ccccc1CSCC(=O)NC(=O)NC(C)(C)C,13,i,i,i,i,i,i,-0.1,i,i,i
COCCN(C(=O)CC(C)(C)C)c1nnc(-c2cccnc2)s1,4,i,i,i,i,i,i,0.4,i,i,i
O=C(NCc1ccccc1)C(c1cccs1)N(C(=O)c1csnn1)C1CC1 (configuration not stated),14,i,i,i,i,i,i,-0.3,i,i,i
O=C(c1cc(-c2ccc(Cl)c(Cl)c2)on1)N1CCOCC1,22,i,i,i,i,i,i,3.0,i,i,i
CCN(CC)S(=O)(=O)c1ccc(OC)c(NS(=O)(=O)c2ccc(F)cc2)c1,-5,i,i,i,i,i,i,0.0,i,i,i
COC(=O)c1ccc(CSc2nnc(CNC(=O)c3ccccc3F)o2)o1,-1,i,i,i,i,i,i,0.6,i,i,i
Cc1ccc(-c2nc(CS(=O)CC(=O)NCCN3CCOCC3)c(C)o2)cc1 (configuration not stated),0,i,i,i,i,i,i,0.1,i,i,i
C/C(=N\NC(=O)c1cc(Cl)ccc1O)c1ccc(Br)s1,0,i,i,i,i,i,i,0.9,i,i,i
CS(=O)(=O)N1CCN(C(=S)NCc2ccc(Cl)cc2)CC1,35,i,i,i,i,i,i,0.1,i,i,i
Fc1cccc(CCN2C(=S)NC[C@@H]2Cc2ccccc2)c1,0,i,i,i,i,i,i,0.1,i,i,i
CCc1ccc2c(c1)C(c1ccncc1)=NNC(c1ccccc1)=N2,11,i,i,i,i,i,i,1.9,i,i,i
CC(C)OC(=O)N(C)c1ccc(C(O)(C(F)(F)F)C(F)(F)F)cc1,7,i,i,i,i,i,i,0.2,i,i,i
CC(=O)NCCc1nc2cc(NC(=O)COc3cccc(C)c3)ccc2n1C,19,i,i,i,i,i,i,0.1,i,i,i
Cc1ccc(S(=O)(=O)c2cc(OC(=O)c3ccco3)ccc2OC(=O)c2ccco2)cc1,11,i,i,i,i,i,i,0.7,i,i,i
COc1ccc(-c2csc(NC(=O)c3ccc(S(=O)(=O)N4CCc5ccccc5C4)cc3)n2)cc1,12,i,i,i,i,i,i,-5.9,i,i,i
CC1=NNC(=O)C1CC(=O)N/N=C/C(C)=C/c1ccccc1 (configuration not stated),3,i,i,i,i,i,i,0.1,i,i,i
COc1cccc(C(N)=O)c1OC(=O)Cc1ccccc1F,17,i,i,i,i,i,i,-1.9,i,i,i
COc1ccc2nc(SCc3cccc(C)c3)nc(C)c2c1,6,i,i,i,i,i,i,1.9,i,i,i
Cc1ccccc1OCC(=O)N/N=C/c1ccc(N2CCOCC2)o1,28,i,·,i,i,i,i,·,i,i,i
CC(C)C[C@H]1CN=C(Nc2ccccc2)N1CC1CCCC1,4,i,i,i,i,i,·,0.1,i,i,i
COc1ccc(C(=O)NCC(=O)N2CCCCC2)cc1OC,36,i,i,i,i,i,i,-38,i,i,i
# More compounds.
SMILES,AI-2 QS modul,MrgX1 antag,PolyA inhibitor,MrgX1 ag,TRPC4 agonist,TRPC6 activator,TRPC4 block,HIF activator,TRPC6 inhibitor,TRPC4 PAM,MrgX1 PAM
Cc1nc([N+](=O)[O-])c(C(=O)OCc2cccc(Br)c2)n1C,-5,i,i,i,i,i,i,0.0,i,i,i
COC(=O)CCCC(=O)N(C)CC1CCCN(CCc2ccccc2C)C1 (configuration not stated),17,i,i,i,i,i,i,2.1,i,i,i
COc1ccc(OC)c(-n2c(-c3ccc(O)cc3O)n[nH]c2=S)c1,10,i,i,i,i,i,i,·,i,i,i
CC(C)C(c1nnnn1Cc1ccc2c(c1)OCO2)N1CCN(C)CC1 (configuration not stated),13,i,i,i,i,i,i,0.5,i,i,i
N#CC1=C(N)Oc2n[nH]c(-c3cccs3)c2C1c1ccoc1 (configuration not stated),37,i,i,i,·,·,·,-0.1,·,·,i
O=C(OCc1cccc(C(F)(F)F)c1)c1cc([N+](=O)[O-])ccc1N1CCOCC1,15,i,i,i,i,i,i,1.1,i,i,i
CCOc1ccc(C2c3cc(OC)c(OC)cc3CC(=O)N2c2ccccc2)cc1 (configuration not stated),10,i,i,i,i,i,i,-0.7,i,i,i
O=C(O)Cc1sc(-c2ccc(C(=O)O)cc2)nc1-c1ccccc1,18,i,i,i,i,i,i,0.9,i,i,i

# This is a subset (hit frequency here may not be typical).
